High-throughput results deposited in PubChem BioAssay by several laboratories.
FLuc act counter = affects firefly luciferase, flagging false hits in luciferase stimulation screens | AID 1027 | ATPlite luciferase biochemical, luminescence, 10 min; 0 = ATP-free wells, 1 = DMSO control | 200,000 tested, under 10 active | activation factor at 10 µM;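 active means luciferase activation factor, scaled between plate controls, of at least 2 with compound at 10 µM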
Target sequence (P08659 whole entry, looked up): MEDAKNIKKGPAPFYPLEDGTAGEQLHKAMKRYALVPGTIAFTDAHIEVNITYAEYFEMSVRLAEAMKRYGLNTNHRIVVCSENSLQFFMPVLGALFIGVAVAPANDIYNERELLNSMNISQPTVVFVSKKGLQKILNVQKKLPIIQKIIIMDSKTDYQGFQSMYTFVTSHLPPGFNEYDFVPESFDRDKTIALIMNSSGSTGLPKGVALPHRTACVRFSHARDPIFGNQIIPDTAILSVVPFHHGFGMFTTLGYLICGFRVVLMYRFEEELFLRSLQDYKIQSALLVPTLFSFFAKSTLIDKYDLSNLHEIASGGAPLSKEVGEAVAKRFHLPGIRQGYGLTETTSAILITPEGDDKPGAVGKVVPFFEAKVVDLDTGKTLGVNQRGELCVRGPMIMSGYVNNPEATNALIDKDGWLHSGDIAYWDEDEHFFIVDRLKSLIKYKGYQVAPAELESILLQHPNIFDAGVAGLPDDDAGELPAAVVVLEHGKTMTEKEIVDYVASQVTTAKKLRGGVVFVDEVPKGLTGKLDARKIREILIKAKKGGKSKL
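System: cell-free luciferase reagent; medium: PBS as buffer for the ATP substrate; doses: test compounds dosed from 2 mM stocks in 100% DMSO; incubation: 10 min, room temperature; measured by: luminescence from luciferase reaction; read-out: luciferase activation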
RAM network inh = blocks the yeast RAM network; S. cerevisiae dse1pr::URA3 reporter, 5-FOA growth OD615, 2 d; analog-sensitive cbk1-as2 kinase mutant strain; inhibition, % at 50 µM; 1.8% of 190,000 active; AID 868;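 active means inhibition above a set limit, 3 SD over mean compound inhibition, cut at about 8.4% in these data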;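 further: 0% = DMSO-only wells with no growth and 100% = 10 µM 1-NA-PP1 full growth; inhibition rescues growth on 5-FOA so higher OD means more RAM inhibition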
L major viab = inhibitors of Leishmania major promastigote growth; Leishmania major promastigotes, resazurin fluorescence viability; inhibition, % at 10 µM; 9% of 200,000 active; AID 1063; in the data active means inhibition above about 50%;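 further: promastigotes grown with compound for 44 hours at 28 °C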
TNAP inh no acc = inhibitors of human TNAP without phosphate acceptor; P05186; purified TNAP, CDP-star luminescence, 30 min; inhibition, % at 20 µM; 0.26% of 200,000 active;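 active means tissue-nonspecific alkaline phosphatase inhibition above about 50% at 20 µM in the single-dose screen, limit read from the data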;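 further: 0% = DMSO negative control and 100% = EDTA positive control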
Target sequence (P05186 whole entry, looked up): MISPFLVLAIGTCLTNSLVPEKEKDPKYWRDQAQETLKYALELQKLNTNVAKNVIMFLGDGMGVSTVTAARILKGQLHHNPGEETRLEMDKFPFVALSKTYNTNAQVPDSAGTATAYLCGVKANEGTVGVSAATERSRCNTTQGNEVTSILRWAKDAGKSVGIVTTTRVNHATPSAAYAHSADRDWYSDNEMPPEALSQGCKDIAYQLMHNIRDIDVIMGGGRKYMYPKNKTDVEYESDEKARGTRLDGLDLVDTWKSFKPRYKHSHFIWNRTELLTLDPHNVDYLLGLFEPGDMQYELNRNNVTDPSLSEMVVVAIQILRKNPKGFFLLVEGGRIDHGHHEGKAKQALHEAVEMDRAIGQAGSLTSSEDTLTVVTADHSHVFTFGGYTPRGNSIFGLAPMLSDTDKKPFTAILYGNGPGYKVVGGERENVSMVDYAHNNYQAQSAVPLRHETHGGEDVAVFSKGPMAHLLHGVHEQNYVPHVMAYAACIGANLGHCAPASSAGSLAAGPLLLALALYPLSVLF
TNAP act hiacc = TNAP (human) activation, high acceptor | P05186 | purified TNAP, CDP-star luminescence, 1 M DEA, 30 min; active compounds read high; 0 = EDTA background, 1 = DMSO-only activity | activation factor at 20 µM | 200,000 tested, under 10 active;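 active means activation factor at least 2 at 20 µM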
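Measured by: Luminescent substrate turnover signal | Test system: Human TNAP | Input: TNAP 1/800 final | Dosing: 20 µM single point | Schedule: 30 min, room temperature | Controls: EDTA wells as negative control, DMSO wells as positive control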
FLuc inhib CS = inhibits firefly luciferase, flagging false hits in luciferase inhibition screens; ATPLite firefly luciferase biochemical luminescence, 10 min; AID 1006; 1.5% of 200,000 active; inhibition, % at 10 µM;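 active means inhibition above about 50% when tested at 10 µM, limit read from the data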
bIAP activator = increases bovine intestinal alkaline phosphatase activity | 0.17% of 200,000 active | AID 1016 | activation factor at 20 µM | purified bovine IAP, CDP-star luminescence, 30 min; active compounds read high; fold of DMSO-control signal, blank-subtracted;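 active means activation factor of 2 or more at 20 µM, a signal rise over negative controls twice the positive control's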
TNAP inh hiacc = TNAP (human) inhibition, high acceptor; P05186; purified TNAP, CDP-star luminescence, 1 M DEA; inhibition, % at 20 µM; 0.03% of 200,000 active; AID 1135;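 active means over 50% inhibition of tissue-nonspecific alkaline phosphatase at 20 µM in the single-dose screen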;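 further: plate controls were DMSO wells for no effect and EDTA-quenched wells as full inhibition for full effect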
APP 5UTR inh = APP translation inhibition. inhibition, % at 2 µM. 0.82% of 190,000 active. AID 1285. SH-SY5Y APP 5'UTR-luciferase reporter, luminescence;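 active means inhibition above a set limit, derived from the sample mean plus 3 SD, cut at about 45% in these data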; further: values of inactives mirror those of a sister screen read the other way
bIAP inh = intestinal alkaline phosphatase (bovine) inhibition | purified bovine IAP, CDP-star luminescence, 30 min | inhibition, % at 20 µM | 190,000 tested, under 10 active;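 active means over 50% inhibition of intestinal alkaline phosphatase at 20 µM in the single-dose screen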
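test system = bovine IAP enzyme | medium = DEA buffer 100 mM, pH 9.8, with MgCl2 1.0 mM, ZnCl2 0.02 mM | detection = luminescence | dosing = single compound dose of 20 µM, 2% DMSO final | incubation = 30 min reaction at room temperature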
* marks the source's active call; other numbers are inactive results.

entry	SMILES	FLuc act counter	RAM network inh	L major viab	TNAP inh no acc	TNAP act hiacc	FLuc inhib CS	bIAP activator	TNAP inh hiacc	APP 5UTR inh	bIAP inh
1	COCCCNC(=O)CNC(=S)N(Cc1ccc(F)cc1)C1CCCCC1	1	0.9	5	-10	1	-5	1.1	-2	6	-5
2	N#Cc1c2c(c(=S)n(-c3ccccc3)c1N)CCCC2	1.1	0.0	19	-23	1	-5	0.9	-4	-8	9
3	CC1(C)CC(=O)C2=C(C1)NC(=O)CC2c1ccccc1F (stereo not given)	1.1	0.3	0	-2	1	-6	0.9	0	-5	10
4	CC12CCC(C(=O)N3CCN(c4ncccn4)CC3)(c3nc4ccccc4nc31)C2(C)C (stereo not given)	1	0.5	7	-7	1	-4	1	-2	-3	4
5	Oc1ccc(/C(Cc2ccc3ccccc3n2)=N\Nc2ccccc2)c(O)c1	0.9	1.8	22	6	0.9	13	1	8	-27	-3
6	Cc1cc(NC(=O)CCN2C(=O)/C(=C\c3ccccc3Cl)SC2=S)no1	1.1	3.5	21	-2	1	-5	1	1	-20	-5
7	CCOc1cc(C2C(C(=O)c3ccc(C)o3)=C(O)C(=O)N2CCc2ccccc2)ccc1O (stereo not given)	1.1	5.8	-8	5	1.1	-8	1	-5	8	2
8	CC(C)(C)NCCOc1ccc(Br)cc1	1.1	-0.4	95*	-17	1	-7	1	-3	15	-3
9	N#Cc1c(C#N)c(-c2ccccc2)n(-c2ccccc2)c1N	1	2.9	19	-8	1	1	0.9	-4	-8	10
10	COc1ccccc1-n1c(=S)[nH]c2c(sc(=S)n2-c2ccccc2C)c1=O	1.1	6.0	-7	-3	1	-5	1	-3	-9	5
11	Cn1c(CCCOc2ccc(Cl)cc2Cl)n[nH]c1=S	1	-0.2	-5	5	1	0	0.7	-4	-52	26
12	NC1=NC(=O)S/C1=C\c1ccc(F)cc1	1.1	4.1	-9	-10	1	-6	1	-3	2	3
13	O=C(c1cnn2ccccc12)N1CCCc2ccccc21	1	0.6	30	-20	1.1	-4	1	-5	-3	-3
14	O=S(=O)(NCc1ccc2c(c1)OCO2)c1cnc[nH]1	1.1	1.9	-1	-5	1	-6	1.1	-4	5	-14
15	COc1ccc(C(=O)Nc2ccc(N3CCN(C)CC3)cc2)cc1[N+](=O)[O-]	1	0.7	3	-1	1	-2	0.9	0	-10	5
16	Cc1ccc(C(=O)Nc2nc3ccccc3c(=O)s2)cc1	0.2	4.3	-8	1	1.1	80*	1	-6	-82	-1
17	COc1ccccc1NC(=S)NC(=O)c1c(-c2ccccc2Cl)noc1C	1	5.8	5	0	1	-2	0.8	-3	-11	16
18	CCN(C(=O)c1cc2ccccc2o1)C12CC3CC(CC(C3)C1)C2	1	5.3	-6	-4	1.1	0	1	-6	12	-3
19	CC(C)c1ccccc1NC(=O)COC(=O)CNC(=O)c1ccc(Br)cc1	1	3.0	-5	-5	1	-4	0.9	3	11	9
20	O=C(CSc1nnnn1C1CCCCC1)N1CCc2ccccc21	1.1	4.3	-3	-13	1	-5	0.9	-5	-8	8
21	O=Cc1cccn1-c1cccnc1	1.1	1.1	-4	-18	1.1	-7	0.9	-5	2	10
22	O=C(CC12CC3CC(CC(C3)C1)C2)NCC(c1ccc(F)cc1)N1CCOCC1 (stereo not given)	1	0.6	-1	-1	1	0	1.2	-2	-1	-18
23	Cc1ccc(CN2CCN(Cc3cccc(-n4cccn4)c3)CC2CCO)cc1 (stereo not given)	1	1.1	80*	3	1	-4	1.1	1	-5	-14
24	CC(C)NC(=S)N/N=C1\CCCCC1C1CCCCC1 (stereo not given)	1	0.8	100*	-7	1.1	-2	0.8	-5	-8	19
25	CCCc1ccc(Oc2cc(C)nc(N3CCOCC3)n2)cc1	1	0.3	-7	-8	1.1	-2	1	-9	-3	-4
26	COc1ccc(N2CCN(C(=O)c3csc4ccccc34)CC2)cc1	1.1	1.8	-5	-9	1	-6	0.9	-1	8	6
27	O=C(COc1ccc(Cl)cc1)N/N=C/CCc1ccccc1	1	0.1	-9	-5	1	-4	0.9	-1	-15	14
28	CCC(C)(C(=O)NC1CCCC1)N(Cc1ccco1)C(=O)Cc1cccs1 (stereo not given)	1.1	0.0	-7	-22	1	-6	1	-4	14	4
29	Cc1ccc(OCC(=O)NCC(=O)Nc2ccc(F)cc2)c([N+](=O)[O-])n1	1	-1.2	50*	-1	1	-3	0.9	-2	-3	7
30	O=C(NCCc1ccccc1)c1ccccc1NS(=O)(=O)N1CCCC1	1	1.6	21	-9	1	-3	1	-3	-19	-5

Screen by screen, as entered above:
RAM network inh, compounds 18–24, in order: 5.3, 3.0, 4.3, 1.1, 0.6, 1.1, 0.8
FLuc act counter, compounds 18–24, in order: 1, 1, 1.1, 1.1, 1, 1, 1

Molecules from the list above with a furan ring, fused or not:
entry	SMILES	FLuc act counter	RAM network inh	L major viab	TNAP inh no acc	TNAP act hiacc	FLuc inhib CS	bIAP activator	TNAP inh hiacc	APP 5UTR inh	bIAP inh
7	CCOc1cc(C2C(C(=O)c3ccc(C)o3)=C(O)C(=O)N2CCc2ccccc2)ccc1O (stereo not given)	1.1	5.8	-8	5	1.1	-8	1	-5	8	2
18	CCN(C(=O)c1cc2ccccc2o1)C12CC3CC(CC(C3)C1)C2	1	5.3	-6	-4	1.1	0	1	-6	12	-3
28	CCC(C)(C(=O)NC1CCCC1)N(Cc1ccco1)C(=O)Cc1cccs1 (stereo not given)	1.1	0.0	-7	-22	1	-6	1	-4	14	4

Other structures:
entry	SMILES	FLuc act counter	RAM network inh	L major viab	TNAP inh no acc	TNAP act hiacc	FLuc inhib CS	bIAP activator	TNAP inh hiacc	APP 5UTR inh	bIAP inh
31	O=C(CN1C2=NCCN2c2ccccc21)c1ccc(Br)cc1	1.1	-0.4	18	7	1.1	-7	0.9	-6	-12	13
32	COc1ccc(Nc2ncc3c(n2)CC(c2ccc(OC)cc2)CC3=O)cc1 (stereo not given)	1	2.9	3	-10	1	-3	0.9	-2	-6	13
33	COc1ccc2o/c(=N\O)c(C(=O)Nc3ccc(C)cc3)cc2c1	1	0.8	50*	1	1	-4	0.8	5	-21	20
34	CN(C)S(=O)(=O)c1cccc(NC(=O)c2cc(-c3cccs3)nn2-c2ccccc2)c1	1	1.8	8	-14	1.1	-3	1.1	-7	1	-7
35	CCOc1ccc(OCC)c(NC(=O)CN2CCN(C(=O)c3ccco3)CC2)c1	1.1	0.5	-2	-6	1	-5	0.9	2	-7	6
36	CCOC(=O)Cc1csc(NC(=O)COc2ccc(C)c(C)c2)n1	0.9	0.2	-5	-5	1	15	1	-1	31	5
37	NC(=S)N=Nc1c(O)[nH]c2cc(F)c(F)cc12	1	1.9	6	8	0.8	-2	1.1	16	-16	-13
38	c1ccc2cc3c(NCCN4CCOCC4)ccnc3cc2c1	1	0.6	100*	-22	1.1	-4	1.1	-7	13	-7
39	CC(=O)C1C(=O)C=C(c2ccco2)CC1c1ccccc1 (stereo not given)	1.1	0.1	0	-3	1	-9	0.9	0	-15	13
40	CC(C)C(=O)Nc1ccc2c(c1)nc(CCN1CCN(C)CC1)n2C	1.1	1.8	5	-23	1	-9	1	-5	-9	4
41	COc1ccc(NC(=O)CC2C(=O)N(C)C(=S)N2Cc2ccco2)cc1 (stereo not given)	1.1	3.1	-2	-10	1	-5	0.9	0	6	11
42	Cc1ccc(N(C(=O)CNC(=O)c2ccco2)C(C(=O)NCC2CCCO2)c2ccccc2)cc1 (stereo not given)	1.1	-0.1	-4	-12	1.1	-6	0.8	-8	-4	16
43	Cc1cccc(C)c1NC(=O)CN1C(=O)S/C(=C\c2cccn2C)C1=O	1	1.8	4	-3	1	0	0.9	2	-18	7
44	O=C(C1=C[C@@H](C2CCCCC2)C[C@@H](OCCCCO)O1)N1CCN(Cc2ccccc2)CC1	1	1.5	6	-7	1.1	-4	1.1	-9	4	-12
45	O=C(Nc1cccc(Br)c1)/C(=C\c1cccnc1)NC(=O)c1ccco1	1	0.5	-6	-4	1	-2	1	2	-22	-4
46	COc1ccc(Cn2nnnc2C(c2cc3cc(C)cc(C)c3[nH]c2=O)N2CCOCC2)cc1 (stereo not given)	1	-0.9	-2	-5	1	0	1.1	0	15	-10
47	CCOC(=O)C1=C(CSc2nc(C)cc(C)c2C#N)OC(N)=C(C#N)C1c1ccccc1 (stereo not given)	1.1	0.7	-4	2	1	-9	0.9	-3	-16	11
48	CC(=O)OC(C(=O)NCc1ccco1)c1cccnc1 (stereo not given)	1	1.2	2	-14	1	-4	0.8	-4	6	17
49	COc1ccc(C2CC(c3cccs3)=NN2C(=O)CSc2nc3c(cnn3-c3ccccc3)c(=O)[nH]2)cc1 (stereo not given)	1	5.9	85*	-7	1	0	0.8	-3	22	15
50	O=C(CCc1nnc(CCc2ccccc2)o1)N1CCCC1c1nccs1 (stereo not given)	1	1.1	-4	-9	1.1	-4	1	-7	-1	3
51	COc1ccc(OCCSc2nnc(CC(=O)Nc3cccc(Cl)c3Cl)n2C)cc1	1	0.7	-6	-8	1	0	1	-3	-3	2
52	C/C(N)=C(/C#N)C(=O)COC(=O)CNC(=O)c1ccc(Cl)cc1Cl	0.8	1.4	-3	-36	1	20	1.1	-1	2	-14
53	C=C(C)c1cccc(C(C)(C)NC(=O)Nc2ccccc2OCC)c1	1.1	6.0	55*	-14	1	-8	1	0	3	5
54	CCOc1cc(C(=O)Nc2ncccn2)cc(OCC)c1OCC	1	0.6	0	-9	1.1	-4	1	-6	11	-4
55	O=C(NC(=S)NC1CCSC1=O)c1ccccc1Cl (stereo not given)	1.1	0.3	-10	-1	1	-5	1	4	-7	3
56	O=C(NCc1cccnc1)c1ccc(Cl)c(S(=O)(=O)Nc2ccccc2C(=O)NCc2cccnc2)c1	1	0.1	-15	-4	1	2	1	1	0	-4
57	O=C(/C=C/c1ccc(Cl)cc1Cl)NC(=S)Nc1ccccn1	0.7	2.3	2	0	1	28	0.9	3	-60	11
58	Cc1cc(=O)oc2ccc(OC(C)C(=O)O)cc12 (stereo not given)	1.1	1.4	1	-6	1	-7	1	0	9	4
59	CCN(CC)CCNC(=O)c1ccc(NS(=O)(=O)c2ccc3c(c2)OCCO3)cc1	1	1.6	-9	-2	1	1	1	0	-13	-2
60	Cc1ccc(S(=O)(=O)N(CC(=O)NC2CCCCCC2)c2ccccc2F)cc1	1	4.8	-2	0	1	2	0.9	2	8	11
61	Cc1cc(Nc2ccc(C)c(Br)c2)n2nc(C)nc2n1	1	-0.9	-11	-6	1	0	1.4	-2	-13	-38
62	CC(OC(=O)CC1CC2CCC1C2)C(=O)Nc1ccc(N2CCOCC2)cc1 (stereo not given)	1	0.9	2	-12	1	-4	0.9	-4	-1	6
63	COC(=O)C1=C(C(=O)OC)C(c2cc([N+](=O)[O-])ccc2O)c2sc(=O)[nH]c2S1 (stereo not given)	1	-0.8	-11	10	0.9	-2	0.9	9	-6	9
64	COc1ccc(-c2nc3scc(-c4ccccc4)n3n2)cc1	1	7.9	-5	-9	1.1	-4	0.9	-6	-27	14
65	c1cn2cc(CSC3CCCCC3)nc2s1	0.9	-0.7	1	-13	1	9	0.9	-4	-99	7
66	Nc1nonc1C(=O)NCCNCc1ccccc1OCc1ccccc1F	1	0.5	14	-2	1	-4	0.9	-3	-4	6
